Source: PubChem (several laboratories)
MOR-DOR ag: agonists of human mu-delta opioid receptor heterodimerization; P35372+P41143; cells, OPRM1-OPRD1 heterodimerization, luminescence; activation, % at 9.3 µM; actives 0.3% (n = 340,000); in the data active = activation above about 18%;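 note: 0% = vehicle-treated cells and 100% = reference agonist; values of inactives mirror those of a sister screen read the other way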
Target sequence (P35372 whole entry, looked up): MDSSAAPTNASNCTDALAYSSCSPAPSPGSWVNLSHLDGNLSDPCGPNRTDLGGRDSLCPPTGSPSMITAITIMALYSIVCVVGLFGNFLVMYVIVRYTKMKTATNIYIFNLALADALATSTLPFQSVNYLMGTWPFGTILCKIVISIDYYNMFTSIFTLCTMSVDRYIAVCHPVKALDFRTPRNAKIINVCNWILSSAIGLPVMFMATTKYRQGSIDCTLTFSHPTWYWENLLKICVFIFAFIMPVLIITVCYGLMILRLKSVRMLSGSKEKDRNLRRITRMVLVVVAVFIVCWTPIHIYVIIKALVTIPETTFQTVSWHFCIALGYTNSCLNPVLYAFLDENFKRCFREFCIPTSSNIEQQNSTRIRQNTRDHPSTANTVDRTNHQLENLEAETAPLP
Target sequence (P41143 whole entry, looked up): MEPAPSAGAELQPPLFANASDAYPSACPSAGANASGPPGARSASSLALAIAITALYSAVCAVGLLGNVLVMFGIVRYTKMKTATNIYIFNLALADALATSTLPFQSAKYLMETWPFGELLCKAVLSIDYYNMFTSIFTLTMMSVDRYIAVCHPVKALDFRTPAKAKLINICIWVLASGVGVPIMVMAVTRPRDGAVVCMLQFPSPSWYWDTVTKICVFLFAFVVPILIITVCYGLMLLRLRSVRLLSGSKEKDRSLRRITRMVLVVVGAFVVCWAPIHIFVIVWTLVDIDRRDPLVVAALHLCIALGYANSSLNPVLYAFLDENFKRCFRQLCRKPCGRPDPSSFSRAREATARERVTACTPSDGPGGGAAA
PKA-R1A activ: activators of PKA-R1A complex; activation, % at 11.4 µM; AID 504707; actives 0.083% (n = 340,000); PKA-R1A dissociation, Cy5-IP20 fluorescence polarization; scaled: DMSO 0%, 113 µM cGMP 100%;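 active = percent activation above the mean of all tested compounds plus 3 SD, cut at about 19% in these data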;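 note: higher means more PKAc released from R1A so a rise in polarization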
AddAB inh: less growth of phage-infected E. coli with AddAB | E. coli expressing H. pylori AddAB, absorbance growth | inhibition, % at 11.9 µM | actives 0.29% (n = 330,000) | AID 435030; in the data active = inhibition above about 12%;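 note: 0% = vehicle wells of infected cells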
HTR5A inv ctr: counter-screen for OPRM1-OPRD1 inverse agonists: human HTR5A inverse agonism | inhibition, % at 9.3 µM | AID 504634 | P47898 | actives 0.083% (n = 340,000) | HTR5A cell line, luminescence; in the data active = inhibition mostly above about 23%, no sharp cut-off; inactive = mostly below about 18%;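 note: 0% = cells with DMSO and 100% = no-cell wells with DMSO; some compounds called inactive have numbers as strong as hits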
PfHsp90 yeast 2: reduces growth (ATP signal) of yeast expressing P. falciparum Hsp90; AID 504621; actives 0.32% (n = 310,000); inhibition, % at 9.4 µM; S. cerevisiae expressing PfHsp90, BacTiter-Glo ATP, 48 h; yeast lacking PDR1 and PDR3 efflux regulators;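 active = every replicate shows inhibition above about 80%, whatever the replicate mean, limit read from the data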;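 note: 0% = DMSO neutral controls and 100% = 20 µM radicicol positive controls; yeast relying on Plasmodium falciparum Hsp90 in place of its own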
Ecoli viability: counter-screen for AddAB inhibitors: E. coli growth inhibition; E. coli V3065 growth, OD600 absorbance, 18 h; inhibition, % at 11.9 µM; actives 0.27% (n = 330,000);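 active = inhibition above the campaign's mean inhibition across all tested compounds plus 3 SD, cut at about 9.9% in these data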;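 note: uninfected addAB+ strain grown without phage in ampicillin broth; 0% = DMSO wells and 100% = ciprofloxacin 0.95 µg/ml wells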
Tat transport: blocks Tat-dependent protein export in E. coli | E. coli MC4100 TorA-mCherry Tat export, fluorescence | AID 488895 | inhibition, % at 10 µM | actives 0.036% (n = 340,000);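 active = mean replicate inhibition at least 50% and at least half of replicates individually reaching 50%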;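 note: exported cargo escapes ClpAP degradation while cytoplasmic cargo is degraded and loses fluorescence; 0% = median of neutral control wells and 100% = median of NaSCN control wells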
PKA-R2B act: PKA-R2B complex activation | PKA-R2B holoenzyme dissociation, Cy5-IP20 fluorescence polarization; R2B truncated from residue 108, S112A mutant; 0% DMSO only, 100% 113 µM cGMP | P22694+P31323 | activation, % at 11.4 µM | actives 0.079% (n = 340,000) | AID 504700;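 active = activation above a cutoff set at the mean over all compounds plus 3 SD, cut at about 18% in these data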;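 note: higher means more holoenzyme dissociation and a rise in polarization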
Mot1-301 SUMO: inhibitors of SUMOylation pathway: yeast Mot1-301 growth rescue; S. cerevisiae Mot1-301 growth rescue, ATP luminescence, 38.5C; percent above DMSO median, 100 means doubled; growth rescue, % at 18.8 µM; actives 1% (n = 320,000); AID 2716;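 active = every valid replicate shows activation above 250% relative to neutral control wells; inactive = the rest, any valid replicate at or below 250%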;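 note: OY570 slx delta 5 strain wells were the positive control but not used for scaling; some compounds called inactive have numbers as strong as hits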
phage Ecoli inh: E. coli growth loss with phage present; inhibition, % at 11.9 µM; AID 651602; actives 0.26% (n = 360,000); growth absorbance; in the data active = inhibition above about 11%
OPRM1-OPRD1 inv: inverse agonist of human OPRM1-OPRD1 heterodimerization | P35372+P41143 | cell-based MOR-DOR heterodimer luminescence, inverse agonism | inhibition, % at 9.3 µM | actives 0.21% (n = 340,000); in the data active = inhibition above about 22%, passing the limit was not always enough;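 note: 0% = cells with DMSO and 100% = wells without cells with DMSO; values of inactives mirror those of a sister screen read the other way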
The depositor's hits bear a star; · = not tested or not shown.

SMILES,MOR-DOR ag,PKA-R1A activ,AddAB inh,HTR5A inv ctr,PfHsp90 yeast 2,Ecoli viability,Tat transport,PKA-R2B act,Mot1-301 SUMO,phage Ecoli inh,OPRM1-OPRD1 inv
CCOc1ccc(NC(=O)CS(=O)CC(=O)NC2CCCc3ccccc32)cc1 (centres undefined),-0.5,4,-0.9,-23,·,-0.6,1,1,154,-1.8,3
CC1=NNC(=O)C1CCC(=O)N/N=C\c1cccc(Cl)c1 (centres undefined),-1.1,-8,3.1,9,5,0.0,10,-9,-16,5.4,6
O=C(O)C1C2C=CC(C2)C1C(=O)Nc1ccc(Cl)c(Cl)c1 (centres undefined),-1.0,-5,0.8,12,38,-1.3,8,-4,-11,0.6,5
CCOC(=O)c1ccc(NC(=O)COc2ccc(S(=O)(=O)NC(C)CC)cc2)cc1 (centres undefined),1.1,11,-1.8,-11,10,-4.1,3,-1,-10,4.0,-6
COc1ccc(N(C(=O)c2ccco2)C(C(=O)NC2CCCC2)c2ccc(OC)c(OC)c2)cc1 (centres undefined),-2.7,16,2.6,-5,13,0.4,-1,7,-6,-1.0,14
O=C(Cn1nnc(-c2ccccc2F)n1)Nc1ccc(C(=O)N2CCOCC2)cc1,-1.8,-3,1.2,13,-30,-0.4,-15,-6,18,3.2,7
Cc1ccc(-c2nn(-c3ccccc3)cc2/C=N/NC(=O)CSc2nnc(C)n2-c2ccccc2)cc1,-0.7,-3,-1.8,-21,-11,-1.1,5,-13,255,0.9,4
CCN(C(=O)COC(=O)c1ccc2ccccc2c1)c1c(N)n(Cc2ccccc2)c(=O)[nH]c1=O,-4.6,-10,1.7,5,·,-2.6,6,-11,0,-1.4,20
C[C@H](NC(=O)c1nc[nH]c1C(=O)N(C)Cc1ccccc1)C(=O)OC(C)(C)C,-0.5,9,2.3,3,17,1.9,2,-2,9,-0.8,3
Cc1cc(C)cc(N(CC(=O)NC2CCCC2)C(=O)CNC(=O)c2cccs2)c1,-3.0,-6,2.1,1,-25,-1.3,9,-3,0,1.0,16
COc1cccc(NC(=O)CN(C)C(=O)c2ccccn2)c1,-3.2,-4,-0.3,15,9,0.3,-2,-2,7,2.6,13
COc1ccccc1/C=N/NC(=O)c1nnn(-c2nonc2N)c1-c1cccs1,-1.2,-7,2.7,-8,-5,-3.4,4,-9,-6,·,6
Cc1cc2c(cc1[N+](=O)[O-])NC(CNC(C)C)CC2 (centres undefined),-1.6,-2,2.8,-4,24,4.4,0,-1,15,1.7,7
COc1ccccc1NC(=S)NNC(=O)c1nn(C)c(C)c1Cl,-4.5,4,-2.7,-28,1,-1.9,3,1,1,0.5,27
CCOC(=O)C1CCCN(C(=O)/C=C/c2ccc([N+](=O)[O-])cc2)C1 (centres undefined),-1.3,-10,2.3,6,24,-2.1,5,1,19,3.4,6
COc1ccc2oc(C(=O)OCC(=O)N3CCCCC3C)c(C)c2c1 (centres undefined),-5.7,-10,-0.2,-12,-13,1.3,-8,-4,24,2.9,23
Nc1ccc(OCCc2ccccc2)cc1,-2.3,-14,0.2,1,-5,-2.8,-3,-12,-10,1.9,12
CCCN(CCC)CCCNC(=O)CS(=O)Cc1nc(-c2ccc(OC)c(OC)c2)oc1C (centres undefined),0.8,14,1.5,-3,-9,-0.2,1,-6,13,4.7,-4
C[n+]1ccc(/C=C/c2c[nH]c3ccc(F)cc23)cc1,3.0,4,·,-8,3,·,-4,-1,0,1.7,-14
N=c1c(C(=O)NCc2ccco2)cc2c(=O)n3ccccc3nc2n1Cc1ccc(Cl)cc1,-2.4,0,3.5,-19,-23,0.9,1,1,·,4.3,15
COc1ccc(N2CCN(C(CNC(=O)C(=O)NCCCn3ccnc3)c3ccco3)CC2)cc1 (centres undefined),-3.7,-7,0.6,-33,13,0.4,-5,-17,82,3.3,20
O=c1[nH]nc(-c2ccc([N+](=O)[O-])o2)c(=O)[nH]1,2.9,-2,·,3,-8,·,40,-3,·,22*,-14
CCN(CC)CCNC(=O)Cn1cnc2sc(C)c(S(=O)(=O)N3CCN(c4ncccn4)CC3)c2c1=O,0.5,4,2.2,4,7,1.2,-11,-3,105,5.3,-3
CCOC(=O)CN1C(=O)C2(OCCCO2)c2ccccc21,-2.6,-22,-0.1,-3,·,-3.0,-6,-14,-8,1.6,14
CCCCCCCCCCCCCCCC(=O)OC(CC(=O)O)C[N+](C)(C)C (centres undefined),-0.2,-8,-2.3,25,109*,-2.1,54*,-7,·,1.9,1
CN(C)S(=O)(=O)c1cccc(-c2nnc(SCc3cc(Cl)cc4c3OCOC4)n2N)c1,-1.7,-4,0.9,10,1,0.7,-6,6,2,2.5,10
CCCn1nnc(NC(=S)NC(=O)Cc2ccccc2)n1,-4.8,-3,2.0,2,·,-0.2,-5,-6,-5,0.6,24
CN1C(=O)/C(=C/c2cc(C(C)(C)C)c(O)c(C(C)(C)C)c2)NC1=S,2.0,2,-0.5,-1,-2,-0.2,1,-3,-3,2.0,-10
Cc1ccc(N(CCCCN2C(=O)c3ccccc3C2=O)C(=O)c2ccc(Cl)s2)cc1,-0.1,5,1.6,6,-4,0.6,7,4,-2,6.1,1
CCC(CC)C(=O)c1c[nH]c(C(=O)NN)c1,-2.2,-4,2.2,-20,14,3.0,2,-14,-5,5.9,11
CCSC(C)CC1C/C(=N/O)c2c(C)noc2C1 (centres undefined),2.5,-6,2.4,-5,14,-1.4,-4,-3,6,2.5,-15
Cn1nc(-c2ccccc2)c2nc3ccccc3nc21,-1.0,-11,-1.1,-19,-29,-0.4,-9,-3,5,2.2,6
CCCCCCNS(=O)(=O)c1ccc(NC(=O)C2CCCO2)cc1 (centres undefined),-0.4,-1,3.7,-9,-5,1.8,-12,-14,564,3.6,2
CN1CCN(CCNC(=O)Nc2ccccc2C(F)(F)F)CC1,-1.5,-3,4.3,6,4,0.6,25,-4,-8,0.9,7
Cc1cc(C)c2c(N)c(S(=O)(=O)Cc3ccccc3)sc2n1,-2.2,-3,-0.3,3,22,-2.1,-2,-4,·,3.2,12
CCOC(=O)c1cnn(-c2nc(SC)nc3sc4c(c23)CCCC4)c1N,1.1,-13,2.5,11,-39,-2.2,6,1,·,3.8,-7
COc1cccc(S(=O)(=O)NCc2ccc(C(=O)Nc3ccc(Cl)cc3)cc2)c1,8.0,1,5.3,25,-109,-1.1,4,-5,-4,4.3,-39
CC1Cc2ccccc2N1C1=CC(=O)CC(C)(C)C1 (centres undefined),-0.5,-13,0.7,11,-5,0.9,-1,-2,-8,3.6,3
O=C(CN1CCC(NC(=O)c2ccccc2F)CC1)NCc1ccc(F)cc1,-1.0,-6,-1.9,9,-13,-4.4,3,-6,157,1.4,6
Cc1ccc(C(=O)CSc2nc3ccccc3c(=O)[nH]2)cc1,-1.0,-5,-0.6,23,·,3.0,6,3,-4,5.3,5
CC(C)(C)C(=O)NC(=S)Nc1sc2c(c1C(N)=O)CCC2,-2.3,6,-0.2,9,1,0.3,1,7,-22,0.0,12
O=C(CCNS(=O)(=O)c1ccc2ccccc2c1)NCCOc1ccccc1,0.2,-3,·,-23,-25,·,5,-5,·,1.1,-1
O=C(N/N=C/c1ccc[nH]1)c1ccccc1O,-5.0,-10,4.5,7,5,2.5,3,-9,-21,2.0,26
O=C(O)CCCCCCNS(=O)(=O)c1ccccc1,-1.5,7,1.5,-47,·,-0.2,-2,0,-12,1.1,8
Cc1ccc(C(=O)NC2CCN(C(=O)NCc3ccccc3)CC2)cc1,-0.5,-1,1.8,-8,24,-0.2,-5,1,5,-0.9,4
COC(=O)[C@H]1C[C@H]2[C@@H]3CC[C@H]4C[C@@H](OC)CC[C@]4(C)[C@H]3CC[C@]2(C)[C@@]2(CCCO2)O1,-0.1,5,-1.1,2,-11,1.2,1,-11,·,1.0,1
CN(CC(=O)Nc1ccccc1Cl)C(=O)c1cc(-c2cccs2)nn1-c1ccccc1,-0.9,-3,1.4,6,6,1.8,12,-4,-4,-1.0,5
CSCCC1Nc2ccc(S(=O)(=O)N3CCOCC3)cc2NC1=O (centres undefined),-1.5,-1,·,21,-36,·,-5,0,·,4.0,7
O=C(COC(=O)COc1cccc(C(F)(F)F)c1)NC1CCCC1,-3.3,-10,1.1,5,·,-0.5,4,-1,-18,-0.2,17
O=c1c(O)c(-c2ccc3c(c2)OCO3)oc2ccccc12,4.0,4,9.3,-6,-8,7.6,6,9,24,0.5,-23
COc1cc(C(=O)OCC(=O)Nc2cc(-c3cc(C)c(C)cc3C)nn2-c2ccccc2)cc(OC)c1OC,-2.9,-5,4.2,12,9,-1.7,11,0,-1,3.8,14
Nc1c(C(=O)NC2CCCC2)c2nc3ccccc3nc2n1N,0.9,-5,-3.8,6,-35,-2.1,13,-3,·,0.6,-5
O=C(Nc1nc2c(s1)CN(Cc1ccccc1)CC2)C1CCC1,-1.1,-6,-0.2,7,8,-0.1,-2,0,-6,1.7,6
CCOC(=O)c1cn2nc(-c3ccc(OCC)cc3)cc2nc1C1CCN(C(=O)OC(C)(C)C)CC1,-1.9,2,0.0,-1,·,-0.7,-4,1,4,1.9,11
